Bioassay records as filed in PubChem BioAssay.
p53 PUMA act – re-activators of the mutant p53 pathway. SW480 PUMA-promoter luciferase, p53 mutant reactivation. activation, % at 9.98 µM. hit rate 1.5% among 28,000. AID 624151; in the data active = activation above about 52%; inconclusive = no clear call, values can overlap the other calls
STK33 kin inh – blocks human STK33 kinase activity. hit rate 0.44% among 27,000. inhibition, % at 12.5 µM. ADP-Glo luminescence, MBP substrate. Q9BYT3; in the data active = inhibition above about 20%; inconclusive = no clear call, values can overlap the other calls
Target sequence (Q9BYT3 whole entry, looked up): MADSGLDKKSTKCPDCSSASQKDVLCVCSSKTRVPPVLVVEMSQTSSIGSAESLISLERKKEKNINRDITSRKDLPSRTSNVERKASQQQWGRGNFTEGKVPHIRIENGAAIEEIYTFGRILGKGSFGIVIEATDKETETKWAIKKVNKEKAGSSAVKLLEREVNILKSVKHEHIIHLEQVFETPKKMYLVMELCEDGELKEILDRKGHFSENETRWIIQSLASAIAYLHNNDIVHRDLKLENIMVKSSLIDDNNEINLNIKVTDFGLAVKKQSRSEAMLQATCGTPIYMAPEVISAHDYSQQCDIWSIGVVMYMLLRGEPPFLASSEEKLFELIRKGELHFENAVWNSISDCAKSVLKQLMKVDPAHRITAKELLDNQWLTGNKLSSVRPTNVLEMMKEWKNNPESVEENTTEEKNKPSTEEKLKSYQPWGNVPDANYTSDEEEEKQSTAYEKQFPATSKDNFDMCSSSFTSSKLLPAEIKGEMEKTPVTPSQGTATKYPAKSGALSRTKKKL
Active calls of the source: *; ? = inconclusive; · = not tested or not shown. This is a subset (hit frequency here may not be typical).

SMILES	p53 PUMA act	STK33 kin inh
C[C@@H]1CN([C@H](C)CO)C(=O)c2cc(NC(=O)CCN3CCOCC3)ccc2O[C@@H]1CN(C)C(=O)Nc1ccccc1	13	·
CC(C)NC(=O)Nc1ccc2c(c1)C(=O)N([C@@H](C)CO)C[C@@H](C)[C@H](CN(C)C(=O)Cc1ccccc1)OCCCC[C@H](C)O2	-8	·
C[C@@H]1CN([C@H](C)CO)C(=O)Cc2cc(NC(=O)C3CCCCC3)ccc2O[C@@H]1CN(C)C(=O)Nc1ccc2c(c1)OCO2	·	0
C[C@H]1CN([C@@H](C)CO)C(=O)c2cccc(NS(=O)(=O)c3cn(C)cn3)c2O[C@H]1CN(C)Cc1ccc(Cl)c(Cl)c1	7	·
Cc1noc(C)c1NC(=O)N(C)C[C@@H]1OCCCC[C@H](C)Oc2ccc(NC(=O)Cc3ccccc3)cc2C(=O)N([C@H](C)CO)C[C@@H]1C	9	·
CCn1cnc2cc(NCc3nc4ccccc4n3C)ccc21	-5	2
CCOC(=O)Oc1c(OC)cc(C(=O)O[C@@H]2C[C@@H]3CN4CCc5c([nH]c6cc(OC)ccc56)[C@H]4C[C@@H]3[C@H](C(=O)OC)[C@H]2OC)cc1OC	-8	2
COc1ccc(S(=O)(=O)Nc2ccc3c(c2)CC(=O)N([C@@H](C)CO)C[C@@H](C)[C@@H](CN(C)S(=O)(=O)c2cccs2)O3)cc1	·	0
CCCC(=O)CC(c1ccccc1)C1C(=O)c2ccccc2C1=O (configuration not stated)	19	·
CN1CCN(C(=S)SCC(=O)Nc2nc(=O)c3ccccc3s2)CC1	-1	·
C[C@@H]1CN([C@H](C)CO)C(=O)c2cccc(N(C)C)c2O[C@@H]1CN(C)C(=O)Nc1ccc(C(F)(F)F)cc1	2	·
CC(C)=CCC/C(C)=C/CCC1(C)Oc2c(c(O)cc3c2CN(C(CCC(=O)O)C(=O)O)C3=O)CC1O (configuration not stated)	-5	-14
CC(C)C(NS(=O)(=O)c1ccc(-c2ccc(Br)cc2)cc1)C(=O)O (configuration not stated)	-9	·
C[C@@H]1CN([C@H](C)CO)C(=O)c2cc(NC(=O)CCCN(C)C)ccc2O[C@@H]1CN(C)C(=O)Nc1ccccc1	9	·
CCCn1c(=O)cc(N)n(-c2ccc(Cl)cc2)c1=O	3	·
COCCOC(=O)N1C(=O)[C@@]2(c3ccccc31)[C@H](c1ccc(O)cc1)N1[C@H](c3ccccc3)[C@H](c3ccccc3)OC(=O)[C@H]1[C@@H]2C(N)=O	·	4
C[C@@H]1CN([C@H](C)CO)C(=O)CCCn2nncc2CO[C@@H]1CN(C)C(=O)Nc1cccc(F)c1	·	-7
O=C1O[C@H](c2ccccc2)[C@H](c2ccccc2)N2[C@H]1[C@@H](C(=O)N1CCN(c3ncccn3)CC1)[C@]1(C(=O)Nc3ccccc31)[C@H]2c1ccc(OCCO)cc1	·	10
C[C@@H]1CN([C@@H](C)CO)C(=O)Cc2cc(N(C)C)ccc2O[C@@H]1CN(C)S(=O)(=O)c1ccccc1	6	-1
COc1ccccc1NC(=O)CCN1C(=O)C2C3CCC(C3)C2C1=O (configuration not stated)	-11	1
C=CC[C@@]1(C(=O)N2CCOCC2)N=C(c2ccc(OCCCO)cc2)O[C@@H]1c1ccccc1	·	-1
C[C@@H]1CN([C@H](C)CO)C(=O)c2cccc(NC(=O)C3CCOCC3)c2O[C@H]1CN(C)C(=O)Nc1ccc(F)cc1	8	·
COc1ccc(S(=O)(=O)Nc2ccc3c(c2)CC(=O)N([C@H](C)CO)C[C@H](C)[C@H](CN(C)S(=O)(=O)c2cn(C)cn2)O3)cc1	2	4
C=CCN1Cc2ccccc2[C@@H]2OC(c3ccc(OCCCO)cc3)=N[C@]2(CCC(=O)OC(C)(C)C)C1=O	·	4
C[C@H](CO)N1C[C@H](C)[C@H](CN(C)S(=O)(=O)c2ccc(C#N)cc2)OCc2cnnn2CCCC1=O	-10	-1
Cc1ccc(S(=O)(=O)N(C)C[C@H]2Oc3ccc(NC(=O)C4CCCCC4)cc3CC(=O)N([C@H](C)CO)C[C@H]2C)cc1	·	-2
COc1ccc(C2C(C(=O)c3cccs3)C(=O)C(=O)N2CCCN2CCOCC2)cc1 (configuration not stated)	16	-2
CN1C(=O)c2ccc(NC(=O)CCn3cnc4ccccc4c3=O)cc2C1=O	-8	-2
C[C@H](CO)N1C[C@H](C)[C@@H](CN(C)C(=O)Nc2ccccc2)Oc2ccc(NS(C)(=O)=O)cc2C1=O	7	·
CCCC(O)/C(=C/C1=C(C(=O)CC(CC(=O)O)OC(N)=O)C(=O)c2cccc(O)c2C1=O)CC(C(=O)O)[N+](C)(C)C (configuration not stated)	-36	-3
Cc1noc(C)c1S(=O)(=O)N(C)C[C@@H]1OCCCC[C@H](C)Oc2ccc(NC(=O)NC(C)C)cc2C(=O)N([C@H](C)CO)C[C@H]1C	1	·
COc1ccc(-n2c(SCC(=O)Nc3ccccc3C(F)(F)F)nnc2-c2ccccc2)cc1	2	1
Cc1cc(C)c2oc(-c3ccc(C)c(NC(=O)COc4ccccc4C)c3)nc2c1	-5	1
CC(C)NC(=O)N(C)C[C@@H]1Oc2ccc(NS(=O)(=O)c3cn(C)cn3)cc2CC(=O)N([C@H](C)CO)C[C@H]1C	-7	6
Cc1ccc(CCC(=O)Nc2ccc(/C=C/c3ccccc3)cc2)o1	?	1
COc1ccc(-c2nnc(SCC(=O)Nc3ccc4cn[nH]c4c3)n2-c2ccc(Cl)cc2)cc1	-11	-2
Cc1ccc(S(=O)(=O)Nc2ccc3c(c2)CC(=O)N([C@H](C)CO)C[C@@H](C)[C@@H](CN(C)S(=O)(=O)c2cccs2)O3)cc1	·	-2
C[C@H]1CN([C@@H](C)CO)C(=O)Cc2cc(NS(=O)(=O)c3ccccc3)ccc2O[C@H]1CN(C)Cc1ccc(Cl)c(Cl)c1	·	6
C[C@@H]1CCCCO[C@@H](CN(C)S(=O)(=O)c2ccccc2)[C@@H](C)CN([C@@H](C)CO)C(=O)c2cc(NC(=O)c3ccccc3)ccc2O1	-4	·
COc1ccc(Cl)cc1NC(=S)NCCCN1CCCC1=O	2	0

Two entries from above, bar-delimited:
Structure | p53 PUMA act | STK33 kin inh
Cc1ccc(CCC(=O)Nc2ccc(/C=C/c3ccccc3)cc2)o1 | ? | 1
CC(C)NC(=O)N(C)C[C@@H]1Oc2ccc(NS(=O)(=O)c3cn(C)cn3)cc2CC(=O)N([C@H](C)CO)C[C@H]1C | -7 | 6

(further entries)
SMILES	p53 PUMA act	STK33 kin inh
C[C@@H]1CN([C@H](C)CO)C(=O)c2cc(NC(=O)Nc3ccc4c(c3)OCO4)ccc2O[C@@H]1CN(C)Cc1ccc(C(F)(F)F)cc1	-8	·
COc1ccc(NC(=O)N(C)C[C@H]2OCc3cn(nn3)CCCC(=O)N([C@@H](C)CO)C[C@H]2C)c(OC)c1	·	0
Cc1cc2ncc(-c3ccccc3)nc2cc1C	-5	3
C[C@@H]1CN([C@H](C)CO)C(=O)Cc2cc(NC(=O)c3ccncc3)ccc2O[C@@H]1CN(C)C(=O)NC1CCCCC1	6	0
C[C@@]12C[C@@H](c3ccoc3)OC(=O)[C@H]1CC[C@@]1(C)C(C(=O)O)=CCC[C@@H]21	-1	3
Cc1noc(C)c1NC(=O)Nc1ccc2c(c1)CC(=O)N([C@@H](C)CO)C[C@H](C)[C@H](CN(C)S(=O)(=O)c1cccs1)O2	11	0
CC(C)NC(=O)Nc1ccc2c(c1)CC(=O)N([C@H](C)CO)C[C@H](C)[C@H](CN(C)C)O2	-1	-6
Cc1ccc(S(=O)(=O)Nc2ccc3c(c2)CC(=O)N([C@@H](C)CO)C[C@@H](C)[C@H](CN(C)Cc2ccncc2)O3)cc1	6	·
Cc1noc(C)c1NC(=O)Nc1ccc2c(c1)C(=O)N([C@H](C)CO)C[C@H](C)[C@@H](CN(C)S(=O)(=O)c1ccc(Cl)cc1)OCCCC[C@H](C)O2	9	·
C[C@H](CO)N1C[C@H](C)[C@H](CN(C)C(=O)c2ccncc2)OCc2cnnn2CCCC1=O	·	-1
C=CCOC(=O)[C@H]1[C@@H]2C(=O)O[C@@H](c3ccccc3)[C@@H](c3ccccc3)N2[C@@H](c2ccc(OCCOC(=O)[C@H]3C[C@H]4C(=O)N[C@@H](Cc5ccccc5)C(=O)N4[C@H]3c3ccc(O)cc3)cc2)[C@]12C(=O)Nc1ccccc12	·	17
O=C(Nc1ccccc1C(=O)N1CCN(CCO)CC1)c1cccc([N+](=O)[O-])c1	-12	-1
Cc1cccc(NC(=O)CSc2nc3ncnc(N)c3[nH]2)c1	5	5
CC(C)N(C(=O)NC(=O)c1ccc(F)cc1F)C(C)C	-2	·
CC(=O)Nc1ccc(NC(=O)CN(C2CCCCC2)S(C)(=O)=O)cc1	-19	-1
C[C@@H]1CN([C@H](C)CO)C(=O)c2cccc(NC(=O)c3ccncc3)c2O[C@@H]1CN(C)C(=O)Nc1ccccc1	-2	·
CNC[C@@H]1OCCCC[C@@H](C)Oc2ccc(NC(=O)Nc3ccc(OC)cc3)cc2C(=O)N([C@H](C)CO)C[C@@H]1C	·	-1
Cc1ccc(C(=O)NC2(C(F)(F)F)C(=O)N(Cc3ccccn3)C3=C2C(=O)CC(C)(C)C3)cc1 (configuration not stated)	14	4
C[C@@H]1CCCCO[C@@H](CN(C)C(=O)c2ccncc2)[C@@H](C)CN([C@H](C)CO)C(=O)c2cc(NS(=O)(=O)c3cn(C)cn3)ccc2O1	·	-1
COc1ccc(-c2cc(C(F)(F)F)nc(SCC(=O)Nc3cc(F)ccc3C)n2)cc1OC	-2	7
Cc1cc(C)cc(N(CC(=O)Nc2ccc(Br)c(Cl)c2)S(C)(=O)=O)c1	-8	1
C[C@H]1CN([C@@H](C)CO)S(=O)(=O)c2ccc(C3=CCCC3)cc2O[C@H]1CN(C)C(=O)c1cnccn1	-2	·
CNC[C@@H]1OCCCC[C@H](C)Oc2ccc(NC(=O)NC(C)C)cc2C(=O)N([C@H](C)CO)C[C@H]1C	3	·
CCOc1ccccc1NC(=O)C1C2C=CC(C2)C1C(=O)O (configuration not stated)	2	2
COc1cc(NC(=O)CSc2nnc(-c3ccncc3)n2-c2ccc(C)cc2)cc(OC)c1	7	1
C[C@H](CO)N1C[C@H](C)[C@H](CN(C)C(=O)c2ccncc2)OCCCC[C@H](C)Oc2ccc(NS(=O)(=O)c3cccs3)cc2C1=O	3	·
C[C@@H]1CN([C@@H](C)CO)C(=O)c2cccc(NC(=O)c3ccncc3)c2O[C@H]1CN(C)S(=O)(=O)c1cccs1	2	·
C[C@H]1CN([C@@H](C)CO)C(=O)c2cc(NC(=O)NC3CCCCC3)ccc2O[C@H]1CN(C)C(=O)Nc1cccc2ccccc12	-6	0
COC(=O)[C@@H]1C[C@@]23C=CC[N+]4([O-])CC[C@@]5(c6ccccc6N[C@@]15C2C)[C@H]34 (some centres not stated)	-11	-11
CSc1ccccc1NC(=O)Cn1c(-c2nonc2N)nc2ccccc21	-71	5

Structures shown so far that contain a furan ring, fused or not:
SMILES	p53 PUMA act	STK33 kin inh
Cc1ccc(CCC(=O)Nc2ccc(/C=C/c3ccccc3)cc2)o1	?	1
C[C@@]12C[C@@H](c3ccoc3)OC(=O)[C@H]1CC[C@@]1(C)C(C(=O)O)=CCC[C@@H]21	-1	3

New compounds follow.
SMILES	p53 PUMA act	STK33 kin inh
C[C@H]1CCCCO[C@H](CN(C)C(=O)Cc2ccccc2)[C@@H](C)CN([C@@H](C)CO)C(=O)c2cc(NC(=O)Nc3ccc(F)cc3)ccc2O1	-6	·
CNC[C@H]1Oc2ccc(NS(=O)(=O)c3ccc(Cl)cc3)cc2CC(=O)N([C@H](C)CO)C[C@H]1C	·	-1
Cc1noc(C)c1NC(=O)N(C)C[C@@H]1Oc2ccc(NC(=O)Nc3ccc(C(F)(F)F)cc3)cc2CC(=O)N([C@@H](C)CO)C[C@@H]1C	·	-4
COc1ccc(NC(=O)Nc2ccc3c(c2)C(=O)N([C@H](C)CO)C[C@H](C)[C@@H](CN(C)Cc2ccc(C(=O)O)cc2)O3)cc1	-2	·
CN(C)CC(=O)Nc1ccc2c(c1)[C@H]1C[C@H](CC(=O)NCc3cc(F)ccc3F)O[C@H](CO)[C@H]1O2	11	·
C[C@@H]1O[C@@H](O[C@H]2[C@H](O[C@H]3CC[C@@]4(C)C(CC[C@]5(C)C4CC=C4C6CC(C)(C)CC[C@]6(C(=O)O[C@@H]6O[C@H](CO[C@@H]7O[C@H](CO)[C@@H](O[C@@H]8O[C@@H](C)[C@H](O)[C@@H](O)[C@H]8O)[C@H](O)[C@H]7O)[C@@H](O)[C@H](O)[C@H]6O)CC[C@]45C)C3(C)C)OC[C@H](O)[C@@H]2O)[C@H](O)[C@H](O)[C@H]1O (some centres not stated)	-19	-5
C[C@H]1CN([C@@H](C)CO)C(=O)c2cc(NC(=O)c3ccncc3)ccc2O[C@@H]1CN(C)Cc1ccc(C(=O)O)cc1	·	0
COc1cccc(OC)c1C(=O)Nc1ccc(Cl)c(-c2nc3ncccc3o2)c1	12	-3

Compound profiles (already shown). Screens in order: p53 PUMA act, STK33 kin inh
Entry for CNC[C@@H]1OCCCC[C@H](C)Oc2ccc(NC(=O)NC(C)C)cc2C(=O)N([C@H](C)CO)C[C@H]1C = 3, ·
Entry for CNC[C@@H]1OCCCC[C@@H](C)Oc2ccc(NC(=O)Nc3ccc(OC)cc3)cc2C(=O)N([C@H](C)CO)C[C@@H]1C = ·, -1
Entry for CNC[C@H]1Oc2ccc(NS(=O)(=O)c3ccc(Cl)cc3)cc2CC(=O)N([C@H](C)CO)C[C@H]1C = ·, -1
